# AMA1-RON2 inh – AMA1-RON2 (P. falciparum) interaction inhibition | AlphaScreen AMA1-biotinylated RON2 peptide binding | 360,000 compounds, 0.2% hits | Potency, µM (highest dose often 58.2 µM), for the others: at the top dose activity change, negative = inhibition, actives largely listed as inhibitors;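 also: potency is read from the fitted curve at half-maximal effect; 0% = vehicle wells and -100% = peptide control; nearly all actives have a fitted effect of over 45% in size; some results filed as inactive show a strong effect at the top dose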
#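 AMA1 (3D7) with his tag at 25 nM final met compounds first, then biotinylated RON2 peptide at 25 nM; detection used donor plus acceptor beads, 10 µg/mL apiece, read by AlphaScreen after 30 min at room temperature.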
# HCMV inh – human cytomegalovirus inhibition; activity change, negative = inhibition, % at 57.5 µM; 410,000 compounds, 4.5% hits; HFF cells, HCMV-luciferase reporter, 72 h; hits give low values; AID 1259415; in the data active = activity change below about -60%; inconclusive = no clear call, values can overlap the other calls; inactive = above about -39%
#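 Human foreskin fibroblasts infected with luciferase-reporter HCMV at MOI 1 PFU/cell, compounds at two doses. Luciferase measured 72 h post infection; normalized to buffer-only basal and Salinomycin (10uM) controls.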
# Tb PYK inh – T. brucei pyruvate kinase inhibition | Potency, µM (titrated, usually from 76.8 µM), inactives show at the highest dose activity, negative = inhibition, hits mostly inhibitors | Q57TT1 | AID 624173 | TbPYK enzyme, Kinase-Glo Plus ATP luminescence, 45 min | 410,000 compounds, 0.12% hits; also: potency is read from the fitted curve at half-maximal effect; nearly all actives have a fitted effect of over 50% in size
#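 ADP (130 uM final) triggers the TbPYK reaction after compound addition; incubation is 45 min at room temperature. Kinase-Glo Plus is then added and luminescence imaged. Normalized data are fitted to concentration-effect curves.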
# LmPK inh – blocks Leishmania mexicana pyruvate kinase activity; Q27686; purified LmPK, Kinase-Glo ATP luminescence, 1 h; Potency, µM (doses to about 57.5 µM), without a hit: at the top dose activity change, negative = inhibition, actives largely listed as inhibitors; 290,000 compounds, 0.37% hits; also: potency is read from the fitted curve at half-maximal effect
# Target sequence (Q27686 whole entry, looked up): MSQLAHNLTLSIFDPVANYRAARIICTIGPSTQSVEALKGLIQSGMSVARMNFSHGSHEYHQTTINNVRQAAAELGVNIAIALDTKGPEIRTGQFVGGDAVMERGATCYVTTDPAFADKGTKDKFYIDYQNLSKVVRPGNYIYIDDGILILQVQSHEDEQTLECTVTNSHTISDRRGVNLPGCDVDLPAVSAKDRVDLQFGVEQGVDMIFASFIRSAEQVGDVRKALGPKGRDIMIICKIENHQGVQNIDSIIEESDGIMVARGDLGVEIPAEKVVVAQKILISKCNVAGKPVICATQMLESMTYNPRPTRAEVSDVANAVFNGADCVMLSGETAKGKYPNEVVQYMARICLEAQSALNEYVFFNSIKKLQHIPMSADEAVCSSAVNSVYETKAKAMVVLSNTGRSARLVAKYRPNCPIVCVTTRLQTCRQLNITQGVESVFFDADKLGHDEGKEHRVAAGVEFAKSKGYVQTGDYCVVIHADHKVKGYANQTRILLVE
#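 Screened at intermediate enzyme activity to detect both inhibitors and activators: LmPK at 0.1 nM, with a 0.5 nM enzyme column as activation reference. PEP 0.5 mM, ADP 0.1 mM; ATP detected by luminescence after 1 h.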
# AmpC detergent – inhibitors of E. coli AmpC beta-lactamase with detergent | Potency, µM (highest dose often 114 µM), for the others: at the top dose activity change, negative = inhibition, usual class: inhibitors | P00811 | 370,000 compounds, 0.041% hits | AID 485294 | AmpC hydrolysis of nitrocefin, absorbance 480 nm, 0.01% Triton;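 also: potency is read from the fitted curve at half-maximal effect; 0% = no-compound wells and -100% = no-enzyme wells; nearly all actives have a fitted effect of over 25% in size; some results filed as inactive show a strong effect at the top dose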
# Target sequence (P00811 whole entry, looked up): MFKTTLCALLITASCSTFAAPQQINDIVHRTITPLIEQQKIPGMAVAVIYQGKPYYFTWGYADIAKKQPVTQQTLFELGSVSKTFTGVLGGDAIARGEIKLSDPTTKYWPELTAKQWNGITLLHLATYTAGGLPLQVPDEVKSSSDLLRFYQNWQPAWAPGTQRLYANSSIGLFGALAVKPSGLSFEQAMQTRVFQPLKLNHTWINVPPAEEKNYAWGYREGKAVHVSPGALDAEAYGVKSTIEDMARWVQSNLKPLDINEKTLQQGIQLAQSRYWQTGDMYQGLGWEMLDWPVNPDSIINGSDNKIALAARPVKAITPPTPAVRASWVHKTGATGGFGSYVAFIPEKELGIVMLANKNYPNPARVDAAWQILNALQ
#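 20 mM phosphate pH 7.0 + 0.01% (detergent screen) or 0.0001% Triton X-100; 5.3 nM AmpC reagent; cpd preinc 15 min RT; nitrocefin (800 uM stock) to start; A480 q20 s × 4 min; Activity was normalised to no-enzyme and no-compound control wells.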
# AmpC no deterg – AmpC beta-lactamase inhibition without detergent; P00811; AmpC nitrocefin hydrolysis, absorbance 480 nm, 0.0001% Triton; Potency, µM (top dose mostly 57.1 µM), for inactives: at the highest dose activity change, negative = inhibition, hits mostly inhibitors; 330,000 compounds, 0.52% hits; AID 485341;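 also: potency is read from the fitted curve at half-maximal effect; plate controls were no compound for no effect and no enzyme for full effect; nearly all actives have a fitted effect of over 20% in size; some results filed as inactive show a strong effect at the top dose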
#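 20 mM phosphate pH 7.0 + 0.01% (detergent screen) or 0.0001% Triton X-100; 5.3 nM AmpC reagent; cpd preinc 15 min RT; nitrocefin (800 uM stock) to start; A480 q20 s × 4 min; Activity was normalised to no-enzyme and no-compound control wells.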
# HCV inhibitor – HCV inhibition. Huh7.5.1 HCVcc-Cre infection, luciferase reporter, 44 h. Potency, µM (highest dose often 41.8 µM), for the others: at the highest dose activity change, negative = inhibition, most hits filed as inhibitors. 340,000 compounds, 3.4% hits. AID 651820; also: potency is read from the fitted curve at half-maximal effect
#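 Cells seeded at 1,000/well and cultured 4 h, then compounds added followed by HCVcc-Cre virus (~0.5 moi). After 44 h further culture, luciferase substrate was added, plates held 15 min at room temperature, and luminescence read for 15 sec.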
# * hit, by the source's call; ? = inconclusive; . = no result given; & = joins results of further samples; [ ] = another dose, or the depositor's remark. Unless noted, calls follow the shape of the dose curve; as a rule, active = well fitted curve in the direction sought with a large enough effect; inconclusive = small, poorly fitted or top-dose-only effect, or another doubt; inactive = no such curve, though single readings can be large; an effect the other way counts as inactive or inconclusive. Unless noted, % is scaled to controls: 0 for no effect and ±100 for the full control effect.
SMILES,AMA1-RON2 inh,HCMV inh,Tb PYK inh,LmPK inh,AmpC detergent,AmpC no deterg,HCV inhibitor
O=C(NN1CCOCC1)c1ccc(Br)cc1,1%,72,-4%,.,.,.,6%
Cn1nccc1C(=O)N1CCN(c2ncccn2)CC1,2%,-29,3%,2%,7%,-4%,11%
CCOc1ccc(C(C)=O)cc1Cn1c(=O)oc2ccccc21,-6%,-34,-2%,2%,?,9%,-10%
COc1cccc(CSc2nc3sc(C)c(C)c3c(=O)n2Cc2ccco2)c1,-18%,33,-1%,2%,-8%,-14%,-27%
O=C(Oc1cccc2ccccc12)c1cc(Cl)nc2ccccc12,-8%,-5,-7%,-4%,2%,-21%,13%
CN(CC(=O)Nc1ccccc1-c1ccccc1)C1CCCCC1,1%,?,3%,4%,-3%,1%,?
COc1ccc(Cl)cc1NC(=O)CN(C)C(=O)CCCc1c[nH]c2ccccc12,-12%,-3,0%,3%,-10%,10%,?
CCOC(=O)CC(=O)CSc1nnc2sc3ccccc3n12,-37%,0,4%,-4%,-4%,-23%,4%
COC(=O)c1sc(NC(=O)c2c(OC)cccc2OC)c(C#N)c1C,0%,?,1%,1%,6%,-2%,2%
S=C(NCCN1CCOCC1)Nc1ccc(-c2nc3ccccc3[nH]2)cc1,2%,?,7%,4%,-3%,-41%,?
O=C(NCc1ccc(F)c(F)c1)c1ccc(-c2ccc(F)c(F)c2)c2ccoc12,9%,-8,3%,.,.,.,.
COc1ccc(C(CNC(=O)COc2ccccc2)N2CCCCC2)cc1 (configuration not stated),0%,-14,6%,.,-17%,-13%,?
Brc1ccc(-c2ccc(/C=N/Nc3nc(N4CCOCC4)nc(N4CCOCC4)n3)o2)cc1,-4%,?,-1%,1%,1%,-5%,?
Cc1ccccc1-c1n[nH]c(=S)o1,9%,20,?,-9%,-5%,-14%,-1%
Cc1ccc(NS(=O)(=O)c2ccc3c(c2)NC(=O)CO3)cc1Cl,-5%,-22,-7%,8%,?,-35%,8%
Cc1ccc(N(C)S(=O)(=O)c2cc(-c3cnc(C4CC4)o3)ccc2C)cc1,-5%,-18,0%,3%,-2%,-13%,3.2µM*
O=C(CSc1nc2ccc(F)cc2c(=O)n1-c1ccccc1)Nc1ccc2c(c1)CCC2,36%[activator],?,7%,.,.,.,.
CCC1=Nc2cc(C(=O)NCc3ccc(C)cc3)ccc2Sc2ccc(C)cc21,.,33,1%,.,8%,.,.
N#Cc1cccc(NC(=O)CCN2C(=O)C3CCCCC3C2=O)c1 (configuration not stated),-13%,25,1%,.,.,2%,-2%
CCOc1ccc(NS(=O)(=O)CC23CCC(CC2=O)C3(C)C)cc1 (configuration not stated),1%,27,4%,-1%,0%,-11%,-7%
CCOC(=O)C[C@H]1c2ccc(C(F)(F)F)cc2S(=O)(=O)N1C(C)C,6%,-5,0%,.,.,.,15%
CCn1cc(C(=O)C(F)(F)F)c2ccccc21,-3%,124,5%,1%,-15%,-11%,?
CCCCn1c(N)c(N(CCOC)C(=O)c2cccc(S(=O)(=O)N3CCCCCC3)c2)c(=O)[nH]c1=O,13%,-29,-8%,.,?,-2%,3%
CC1CC2(C)C(=CC1=O)CCC1C3CCC(C)(O)C3(C)CC3OC312 (configuration not stated),-2%,6,1%,.,.,.,-12%
COc1ccccc1-n1cnc2cc(C(=O)NCCCN3CCOCC3)ccc21,-1%,3,-5%,-1%,-8%,-4%,-7%
CCCN1CNC(=S)N(Cc2ccccc2)C1,-10%,-5,3%,3%,-10%,-14%,23%
S=C(Nc1ccc(Nc2ccccc2)cc1)NN1CCOCC1,48%[activator],-4,-10%,-2%,-8%,-5%,-27%
FC(F)(F)c1cc(-c2ccco2)nc(N2CCN(c3ccccc3)CC2)n1,-5%,-9,-1%,8%,-5%,-24%,?
CC(=O)c1c(C(=O)O)[nH]c(C(=O)O)c1C,10%,-31,-5%,-4%,0%,-16%,1%
CCCCSCCCNC(=O)c1cn(C)c2ccc(S(=O)(=O)N3CCCC3)cc2c1=O,-8%,-6&-9,1%&3%,8%,7%&-9%,-7%,0%

# A second format for part of the listing above.
# Every second line gives: AMA1-RON2 inh | HCMV inh | Tb PYK inh | LmPK inh | AmpC detergent | AmpC no deterg | HCV inhibitor
> Cc1ccc(N(C)S(=O)(=O)c2cc(-c3cnc(C4CC4)o3)ccc2C)cc1
  -5% | -18 | 0% | 3% | -2% | -13% | 3.2µM*
> O=C(CSc1nc2ccc(F)cc2c(=O)n1-c1ccccc1)Nc1ccc2c(c1)CCC2
  36%[activator] | ? | 7% | . | . | . | .
> CCC1=Nc2cc(C(=O)NCc3ccc(C)cc3)ccc2Sc2ccc(C)cc21
  . | 33 | 1% | . | 8% | . | .
> N#Cc1cccc(NC(=O)CCN2C(=O)C3CCCCC3C2=O)c1 (configuration not stated)
  -13% | 25 | 1% | . | . | 2% | -2%
> CCOc1ccc(NS(=O)(=O)CC23CCC(CC2=O)C3(C)C)cc1 (configuration not stated)
  1% | 27 | 4% | -1% | 0% | -11% | -7%
> CCOC(=O)C[C@H]1c2ccc(C(F)(F)F)cc2S(=O)(=O)N1C(C)C
  6% | -5 | 0% | . | . | . | 15%
> CCn1cc(C(=O)C(F)(F)F)c2ccccc21
  -3% | 124 | 5% | 1% | -15% | -11% | ?
> CCCCn1c(N)c(N(CCOC)C(=O)c2cccc(S(=O)(=O)N3CCCCCC3)c2)c(=O)[nH]c1=O
  13% | -29 | -8% | . | ? | -2% | 3%
> CC1CC2(C)C(=CC1=O)CCC1C3CCC(C)(O)C3(C)CC3OC312 (configuration not stated)
  -2% | 6 | 1% | . | . | . | -12%
> COc1ccccc1-n1cnc2cc(C(=O)NCCCN3CCOCC3)ccc21
  -1% | 3 | -5% | -1% | -8% | -4% | -7%

# (list continues)
SMILES,AMA1-RON2 inh,HCMV inh,Tb PYK inh,LmPK inh,AmpC detergent,AmpC no deterg,HCV inhibitor
COCCCNC(=O)CNC(=S)N(Cc1ccccc1)Cc1cccnc1,-5%,39,-8%,1%[11.5 µM],-1%,-9%,10%
O=C(Nc1ccn(CCCNCCCN2CCCC2=O)c(=O)n1)OCc1ccccc1,35%[activator],-34,6%,.,.,.,4%[8.37 µM]
CCC1(C)N(O)C(C)(C)C(c2ccc(OC)cc2)=[N+]1[O-] (configuration not stated),-4%,-2,0%,1%,-13%,-1%,18%
Cc1ccc2c(CC(=O)O)coc2c1,-19%,-3,0%,-2%,-14%,-15%,-2%
COC(=O)C1=C(C)NC(C)=C(C(=O)OC)C1C(=O)OCC(=O)NC1CCCCC1C (configuration not stated),0%,3,-7%,.,.,.,.
CCN(CC(=O)Nc1ccccc1OC)CC(=O)Nc1ccccc1C(F)(F)F,47%[activator],47,6%,3%,?,75%[activator],-3%
COCCCNC(=O)C1CCN(c2cc(C)nc3c(-c4ccc(OC)c(OC)c4)c(C)nn23)CC1,.,4,3%,.,8%,.,.
COc1ccc(Cn2c(SCC(=O)N3CCN(c4ccc(F)cc4)CC3)nc3ccccc32)cc1,.,-67*,1%,.,-1%,.,.
O=C(CCNc1cc(Cl)cc(Cl)c1)c1ccco1,6%,36,-4%,0%,0%,-9%,-3%
COc1ccc(N2C(=O)C3CCCN3C2=O)cc1 (configuration not stated),-8%,9,5%,-6%,-8%,-24%,2%
COC(=O)[C@@H](Cc1ccccc1)NC(=O)[C@H]1CCC(=O)N1C(=O)OCc1ccccc1,5%,12,-3%,-14%,-9%,30%,-58%
Cc1cc2[nH]c(=O)c(=O)[nH]c2cc1S(=O)(=O)NC1CCCCC1C (configuration not stated),6%,.,4%,-6%,0%,-29%,10%
COc1ccc(-c2noc(-c3ccoc3C)n2)cc1,-1%,50,-6%,?,3%,-12%,-16%
Cc1ccc(N(CC(=O)NCCc2ccc(Cl)cc2)S(=O)(=O)N(C)C)cc1,.,11,-6%,.,7%,.,.
COc1ccc(Cl)cc1N(C(=O)c1ccco1)C(C(=O)NC1CCCC1)c1ccncc1 (configuration not stated),5%,-6,-1%,-6%,-3%,26%,15%

# Some entries already given with just AmpC no deterg and HCV inhibitor.
SMILES	AmpC no deterg	HCV inhibitor
O=C(CCNc1cc(Cl)cc(Cl)c1)c1ccco1	-9%	-3%
CCOc1ccc(NS(=O)(=O)CC23CCC(CC2=O)C3(C)C)cc1 (configuration not stated)	-11%	-7%

# (further entries)
SMILES,AMA1-RON2 inh,HCMV inh,Tb PYK inh,LmPK inh,AmpC detergent,AmpC no deterg,HCV inhibitor
Cc1ccc(S(=O)(=O)N(C)C)cc1NC(=O)CN1C(=O)NC(Cc2c[nH]c3ccccc23)C1=O (configuration not stated),-10%,0,10%,5%,-5%,-14%,2%
Cc1nc(N)sc1-c1csc(Nc2cccc(O)c2)n1,33%[activator],70,-11%,7%,9%,-51%,?
Cc1cccc(C(=O)C2CCN(S(=O)(=O)c3ccc(C(=O)O)cc3)CC2)c1,21%,-38,-6%,1%,-1%,-17%,13%
Cc1c(C=O)c2ccccc2n1Cc1cccc(F)c1,2%,-34,-31%,-2%,-5%,-35%,-2%
CCOC(=O)c1c(NC(=O)c2cccc([N+](=O)[O-])c2C(=O)O)sc2c1CCCC2,-6%,?,2%,2%,1%,-23%,?
O=C(COC(=O)c1c[nH]c2ccccc12)Nc1ccc([N+](=O)[O-])cc1,4%,-12,-6%,.,-5%,-53%,-6%
O=C(COC(=O)c1ccc(F)cc1)NCCc1ccc(F)cc1,9%,27,-4%,4%,-10%,6%,22%
Cc1ccc(-c2nnc(SCC(=O)N3CCCc4ccccc43)n2N)cc1,3%,-30,4%,0%,?,-4%,-7%
COc1ccc(NC(=O)C2C3C=CC4(O3)C2C(=O)N(CCN2CCCCC2)C4C(=O)NC2CCCCC2)cc1 (configuration not stated),20%,-25,-1%,-4%,-2%,-4%,-3%
CC1CC(C)CN(C(=O)C2CCCN(c3ncnc4c3nc3n4CCCCC3)C2)C1 (configuration not stated),-6%,-17,-3%,8%,-1%,132%[activator],-14%
CCOC(=O)CCCCCC(=O)Nc1ccc2c(c1)CC(=O)N([C@@H](C)CO)C[C@H](C)[C@@H](CN(C)C(=O)Nc1ccc3c(c1)OCO3)O2,0%,0,2%,.,.,243%[activator],4%

# Assay outcomes deposited in PubChem by National Center for Advancing Translational Sciences (NCATS).
